miR122 inh = inhibitors of miR-122 in Huh7 cells; Huh7 miR-122 Renilla luciferase sensor, 48 h; neutral wells = 0, positive control = 100; activation (reporter increase), % at 12.5 µM; actives 0.3% (n = 340,000); AID 602342;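 active means mean replicate activation score at least 90 and every replicate individually at or above 90; inconclusive means only one of the two criteria met; inactive means neither criterion met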;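 further: higher luciferase means less miR-122 activity so hits act as miR-122 inhibitors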
esBAF inh = inhibitors of esBAF chromatin remodeling in mouse ES cells; Bmi1-luciferase knock-in reporter, 24 h; 100% = twice the neutral-well signal; reporter increase, % at 12.5 µM; actives 2% (n = 350,000); in the data active means activation above about 40%; inconclusive means no clear call, values can overlap the other calls;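 further: 0% = median of the plate's neutral control wells and 100% = double that signal; a rise in the Bmi1 reporter signal indicates esBAF inhibition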
Cneo AK release = causes C. neoformans cell lysis | adenylate kinase release luminescence, 4 h; normalised: neutral wells 0, clomiphene wells 100 | actives 0.2% (n = 360,000) | lysis activity, % at 15 µM;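 active means mean lysis activity across replicates of at least 80%, whatever share of replicates individually reach that level; inactive means mean lysis activity below 80%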
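Material: C. neoformans cells; Schedule: 4 h static compound exposure, 37 °C, read 1 h post-reagent; Measured by: adenylate kinase release luminescence; Read-out: signal increase indicating cell lysis; Controls: Clomiphene as positive lysis control.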
SIRT5 inh = blocks human SIRT5 desuccinylation of peptide. actives 1.1% (n = 330,000). Q9NXA8. inhibition, % at 15 µM. Purified SirT5, succinyl-peptide AMC, trypsin-coupled fluorescence; in the data active means inhibition above about 15%; inconclusive means no clear call, values can overlap the other calls
Target sequence (Q9NXA8 whole entry, looked up): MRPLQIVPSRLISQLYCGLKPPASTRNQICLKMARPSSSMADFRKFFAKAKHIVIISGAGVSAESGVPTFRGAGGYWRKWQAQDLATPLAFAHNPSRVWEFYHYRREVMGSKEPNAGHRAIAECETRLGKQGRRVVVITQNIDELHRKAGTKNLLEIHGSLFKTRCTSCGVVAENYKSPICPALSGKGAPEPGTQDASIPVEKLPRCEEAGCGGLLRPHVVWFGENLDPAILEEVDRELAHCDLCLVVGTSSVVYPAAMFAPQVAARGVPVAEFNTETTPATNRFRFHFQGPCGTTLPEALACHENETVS
ARNT-TACC3 inh = disruptors of human ARNT/TACC3 interaction | AlphaScreen His-ARNT PAS-B/GST-TACC3 binding, luminescence; TACC3 fragment carries E629A point mutation | AID 623870 | inhibition, % at 9.99 µM | actives 0.66% (n = 390,000);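 active means mean inhibition of replicates at least 50% and at least half of replicates each reaching 50%; inconclusive means half or more replicates reach 50% but mean below 50%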;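 further: 0% = complete ARNT plus TACC3 wells and 100% = ARNT alone without TACC3; many hits fall short of the cut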
Statin myotox sup = suppressors of simvastatin-induced myotoxicity in C2C12 myotubes | ATP luminescence, 48 h; scaled: DMSO 0, geranylgeraniol control 100 | rescue of ATP level, % at 7.49 µM | actives 0.78% (n = 330,000);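 active means mean ATP rescue above about 67%, or every replicate alone reaching that limit, limit read from the data, passing the limit was not always enough; inconclusive means no clear call, values can overlap the other calls; inactive means mean under the limit and some replicate under it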;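 further: myotubes were challenged with 10 µM simvastatin during compound exposure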
ERp5 block = inhibitors of human ERp5; ERp5 insulin aggregation, absorbance 650 nm, 90 min; inhibition, % at 9.99 µM; Q15084; actives 0.05% (n = 350,000);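 active means mean replicate inhibition above about 25%, with every replicate also reaching it, limit read from the data, passing the limit was not always enough; inconclusive means only one of those two criteria met; inactive means neither criterion met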
Target sequence (Q15084 whole entry, looked up): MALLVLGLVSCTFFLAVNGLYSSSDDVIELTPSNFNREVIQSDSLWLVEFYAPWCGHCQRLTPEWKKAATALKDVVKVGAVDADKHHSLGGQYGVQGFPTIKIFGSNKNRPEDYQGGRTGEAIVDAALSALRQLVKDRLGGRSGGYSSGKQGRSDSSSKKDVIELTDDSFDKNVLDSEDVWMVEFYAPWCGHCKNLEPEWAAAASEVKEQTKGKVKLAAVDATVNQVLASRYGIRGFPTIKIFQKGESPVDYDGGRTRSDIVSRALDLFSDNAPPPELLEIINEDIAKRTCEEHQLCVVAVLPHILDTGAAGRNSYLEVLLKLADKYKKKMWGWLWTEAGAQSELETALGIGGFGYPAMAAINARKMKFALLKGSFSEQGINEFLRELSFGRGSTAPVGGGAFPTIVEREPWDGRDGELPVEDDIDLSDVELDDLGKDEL
Starred values were filed as active, the others as inactive; ? = inconclusive; nt = no result given; & = joins results of further samples; [ ] = dose if it differs, or a comment. Rows were taken by chance; about 4% have a hit in one of these screens.

compound	miR122 inh	esBAF inh	Cneo AK release	SIRT5 inh	ARNT-TACC3 inh	Statin myotox sup	ERp5 block
COc1ccc(NC(=O)C(c2ccccn2)N(C(C)=O)c2ccc(C)cc2)cc1 (configuration not stated)	-3	nt	1	nt	-4	nt	nt
CC(=O)Nc1ccc(/C=C2\Sc3ccccc3C2=O)cc1	nt	nt	nt	2	-6	nt	-7
CCC(C)OC(=O)C1=C(C)NC2=C(C(=O)C(C(=O)OC)C(C)C2)C1c1ccc(N(C)C)cc1 (configuration not stated)	29	23	0	nt	8	-1	nt
CCCCN(C)C(=O)c1cc2c(Cl)nc3ccccc3c2s1	-1	-5	-1	-2	-7	-10	2
CC(C)CNC(=O)C(=O)Nc1cc2c3c(c1)CCC(=O)N3CCC2	-3	-29	2	-2	0	1	-12
C=CCNC(=O)N1CCC(CO)(Cc2ccc(Cl)cc2)CC1	-1	-10	1	0	-1	9	-3
COc1ccc(C2=NN(Cc3ccccc3)C3C(=O)NC(=O)C23)cc1 (configuration not stated)	-1	10	1	-2	0	2	-2
CC(C)C#Cc1ccc2c(c1)O[C@@H](CN(C)C(=O)NC(C)C)[C@@H](C)CN([C@@H](C)CO)S2(=O)=O	5[16.7 µM]	-1	-1	nt	15	37	nt
COc1c(F)c(F)c(C(=O)Nc2c(C)cc(Br)cc2C)c(F)c1F	1	-4	-1	-5	0	-48	0
CCNC(=O)C1CCCN(C(=O)c2cc(C)oc2C)CC1 (configuration not stated)	nt	-4	-1	7	nt	1	-12
Cc1ccc(OCc2nnc(SCC(=O)N3C(C)CCCC3C)o2)cc1 (configuration not stated)	nt	-3	-1	2	-11	1	4
COc1ccc(S(=O)(=O)NC(=O)C2(C)CCN2C(=O)Cc2ccccc2Cl)cc1OC (configuration not stated)	0	7	-1	-1	nt	-2	-4
COc1ccc(C(=O)Nc2sc(C)c(C)c2CN2CCOCC2)cc1	5	99*	nt	-3	-3	5	9
O=C(C[n+]1cccc2ccccc21)c1ccc(NC(=O)c2ccccc2)cc1	nt	nt	nt	1	-1	nt	-2
CCN(CC)c1ccc(NC(=O)CN2CCN(CC(=O)Nc3ccccc3F)CC2)cc1	0	-3	0	nt	8	-9	nt
COc1ccc(NC(=O)N2CCCCN3[C@H](CO)[C@@H](c4ccc(C5=CCCC5)cc4)[C@H]3C2)cc1	2[16.7 µM]	nt	0	6	nt	nt	-1
O=C(NCC1CC1)[C@H]1[C@H](CO)[C@H]2Cn3c(ccc(-c4ccccc4F)c3=O)[C@@H]1N2Cc1cncnc1	0[16.7 µM]	-8	7	-19	nt	7	nt
Cc1cc(C)n(-c2ccc(C(=O)OCC(=O)N3CCN(c4ccccc4)CC3)cc2)n1	-6	-4	0	-5	0	2	1
O=C(COc1ccc(C(=O)c2ccccc2)cc1)Nc1cccnc1	-10	4	2	-1	-5	-8	0
O=C1C(=O)N(CCN2CCOCC2)C(c2cccnc2)/C1=C(/O)c1ccc(Cl)cc1 (configuration not stated)	5	-2	1	-1	-8	-2	1

Later entries
compound	miR122 inh	esBAF inh	Cneo AK release	SIRT5 inh	ARNT-TACC3 inh	Statin myotox sup	ERp5 block
Cc1cccc(NC(=S)N2CCN(c3ccccc3F)CC2)c1C	-3	-4	4	1	-5	1	3
O=C(CCC(=O)N1CCN(Cc2ccccc2)CC1)Nc1nnc(C2CCCCC2)s1	-13	5	0	-1	-2	9	-4
Cc1cc(NC(=O)CSc2nnc(-c3ccccc3)c(-c3ccccc3)n2)no1	nt	nt	nt	-4	-10	nt	4
CSc1nnc2sc3cc(C)ccc3n12	-8	19	-13	1	nt	5	3
C/C=C/c1ccc([C@@H]2[C@H](CO)N(C(=O)Cc3ccncc3)[C@H]2CNC(C)=O)cc1	29[16.7 µM]	3	-1	nt	0	1	nt
Cc1nc(C)n(C(C)CNC(=O)c2ccco2)n1 (configuration not stated)	-6	7	16	-5	-1	0	0
FC(F)(F)c1cccc(Nc2nc(N3CCOCC3)nc(N3CCOCC3)n2)c1	-4	0	-1	-4	-3	-11	1
Cc1c(CCC(=O)NCCC(=O)O)c(=O)oc2cc3occ(-c4ccccc4)c3cc12	-5	-17	-6	-6	37	-10	1
COc1ccc(NC(=O)N(C)C[C@@H]2Oc3ccc(NC(=O)Cc4cn(C)c5ccccc45)cc3C(=O)N([C@@H](C)CO)C[C@@H]2C)cc1	-5[16.7 µM]	8	47	3	12	nt	1
CCOC(=O)C1CCN(C(=O)COC(=O)c2ccc(Br)o2)CC1	-3	2	-1	-2	-2	15	10
O=C(CNC(=O)c1cc(Cl)nc2ccccc12)Nc1ccccc1Br	5	5	2	-4	-6	13	-1
O=C(CN1C(=O)NC2(CCCC2)C1=O)Nc1cccc(Cl)c1	0	0	0	-2	-12	0	2
COCC(=O)Nc1ccc2c(c1)C(=O)N(C)C[C@H](OC)[C@@H](C)CN(C(C)=O)[C@@H](C)CO2	-7[16.7 µM]	-5	47	1	26	7	-1
CN(C)C(=O)c1cccc(-c2cnc3c(NC=O)cc(-c4ccc(F)cc4)cn23)c1	nt	-9	9	nt	nt	3	-2
COc1cccc2c(=O)n(CC(=O)NC3CCCCC3)ccc12	9	4	1	-2	-4	-1	-11
CCCC#Cc1ccc2c(c1)[C@@H]1[C@@H](CCN1C(=O)CC1CC1)[C@@H](CO)N2C	-3[16.7 µM]	-5	0	0	5	12	5
C[C@@H]1CN([C@H](C)CO)S(=O)(=O)c2ccc(C#CC3CCCCC3)cc2O[C@@H]1CN(C)Cc1cccnc1	18[16.7 µM]	4	-3	99*	7	-45	5
Cc1ccc2nc(SCC(=O)c3ccc4c(c3)OCO4)[nH]c2c1	4	20	0	nt	3	-7	-2
NC(=O)C1=C[C@@H](c2csc3ccccc23)C[C@@H](OCc2ccc(CO)cc2)O1	-17	2	3	nt	1	21	0
O=C1CN=C(Nc2ccccc2)N1Cc1cccs1	-4	nt	-2	nt	-1	nt	nt

As entered above:
Cc1ccc2nc(SCC(=O)c3ccc4c(c3)OCO4)[nH]c2c1 in esBAF inh → 20
COCC(=O)Nc1ccc2c(c1)C(=O)N(C)C[C@H](OC)[C@@H](C)CN(C(C)=O)[C@@H](C)CO2 in Statin myotox sup → 7

Sorted by the number under miR122 inh (ascending): 3 of the compounds above.
compound | miR122 inh
O=C(CCC(=O)N1CCN(Cc2ccccc2)CC1)Nc1nnc(C2CCCCC2)s1 | -13
CSc1nnc2sc3cc(C)ccc3n12 | -8
CCOC(=O)C1CCN(C(=O)COC(=O)c2ccc(Br)o2)CC1 | -3

The list goes on.
compound	miR122 inh	esBAF inh	Cneo AK release	SIRT5 inh	ARNT-TACC3 inh	Statin myotox sup	ERp5 block
COc1ccccc1CC(=O)N1CCC(CCC(=O)NC2CC2)CC1	-2	-4	-2	-1	3	2	2
Cc1noc(C)c1NC(=O)Nc1cccc2c1O[C@H](CN(C)Cc1ccc(-c3ccccc3)cc1)[C@@H](C)CN([C@@H](C)CO)C2=O	-8[16.7 µM]	5	-3	1	-5	98*	0
C[C@@H]1CCCCO[C@@H](CN(C)Cc2ccc(C(=O)O)cc2)[C@@H](C)CN([C@H](C)CO)C(=O)c2cc(NC(=O)c3ccncc3)ccc2O1	11[16.7 µM]	-1	-3	-3	4	nt	-2
CCOC(=O)N1CCC(NS(=O)(=O)c2cc3c(cc2C)NC(=O)CO3)CC1	15	-1	-2	nt	nt	7	nt
CC[N+]1(C)CCC(O)(/C=C/c2ccccc2)C(C(=O)/C=C/c2ccccc2)C1 (configuration not stated)	1	nt	nt	-2	0	nt	-8
O=C(CCCc1ccccc1)NCCC1=CCCCC1	-4	15	0	nt	-16	10	-10
c1ccc(CSc2nc3ncncc3[nH]2)cc1	nt	nt	nt	-3	-2	nt	6
C=CCn1c(COc2ccccc2)nc2ccccc21	-1	50*	5	nt	-6	15	-1
C[C@H](CO)N1C[C@H](C)[C@@H](CN(C)Cc2ccc(Oc3ccccc3)cc2)Oc2ccc(NC(=O)CCN3CCOCC3)cc2C1=O	-1[16.7 µM]	-7	49	2	5	22	-1
Cc1ccc(S(=O)(=O)Nc2ccc3c(c2)C(=O)N([C@@H](C)CO)C[C@@H](C)[C@@H](CN(C)Cc2ccc(-c4ccccc4)cc2)O3)cc1	-5[16.7 µM]	0	-3	17*	9	21	-10
CNC[C@@H]1OCCCC[C@@H](C)Oc2ccc(NC(=O)c3ccccc3)cc2C(=O)N([C@H](C)CO)C[C@H]1C	-9[16.7 µM]	-2	1	8	26	42	-1
O=C(CCc1nc(-c2ccccc2F)no1)Nc1ccc(Oc2ccccc2)cc1	-8	-4	-1	nt	-9	nt	nt
CC(C)OCCCNC(=O)c1cc(-c2cccs2)nc2ccccc12	-4	-3	-2	-6	7	-11	2
O=C(Cc1ccc([N+](=O)[O-])cc1)Nc1cc(C(F)(F)F)cc(C(F)(F)F)c1	7	nt	7	-4	-4	nt	0
O=C(c1ccc2noc(-c3ccccc3)c2c1)N1CCN(c2ccccc2)CC1	-7	-2	-2	0	21	-1	-2
C=CCNC1=C(Cl)C(=O)N(Cc2ccccc2)C1=O	-5	-8	1	-3	-5	38	3
COc1ccc(/C(C)=N/Nc2nccnc2Cl)cc1	nt	46*	3	1	nt	2	-1
O=C(Nc1ccc(Cl)cc1)C1Cc2c(-c3cccc(F)c3)ccnc2O1 (configuration not stated)	-3	3	-1	-3	nt	16	1
CC(C)NC(=O)NCC[C@H]1CC[C@H](NC(=O)CN(C)C)[C@@H](CO)O1	13[16.7 µM]	-2	-2	1	-26	-21	-2
Cc1noc(C)c1NC(=O)N(C)C[C@@H]1Oc2ncc(C#CC3CC3)cc2C(=O)N([C@@H](C)CO)C[C@@H]1C	3	-3&-4	1&1&-8	-2&-18&-6	24&2	-1&38&25	3&2&7

(cont.)
compound	miR122 inh	esBAF inh	Cneo AK release	SIRT5 inh	ARNT-TACC3 inh	Statin myotox sup	ERp5 block
O=c1[nH]c2ccc(S(=O)(=O)NCc3ccccc3)cc2[nH]1	7	nt	nt	7	-13	nt	-1
Cc1cc(C(=O)NN)c(Cl)cc1Cl	5	3	32	-4	1	4	-5
Cc1sc2nc(CSc3nnc(Cc4cccs4)n3C3CCCCC3)[nH]c(=O)c2c1C	-6	0	2	nt	0	-6	nt
O=C(CN1CCc2cc3c(cc2C1)OCCCO3)Nc1ccc(F)cc1	18	-4	1	-4	1	-3	nt
Fc1ccc(NC(=S)NCc2ccc3c(c2)OCO3)cc1	nt	nt	nt	8	-5	nt	2
COc1cccc(-c2nnc(NC(=O)CCS(=O)(=O)c3ccc(F)cc3)o2)c1	-4	4	-1	nt	nt	-2	1
O=C(Oc1cccnc1)c1cccc(Cl)c1	nt	-7	0	-3	-1	-6	-5
Cc1c(C(=O)NC(=S)NCc2cccnc2)oc2ccccc12	nt	nt	nt	2	-5	nt	-3
Cn1c(O)c(N=NC(=O)Cn2c(C(F)(F)F)nc3ccccc32)c2ccccc21	nt	nt	nt	-3	-3	nt	-1
O=C(CCC(=O)N1CCN(S(=O)(=O)c2cccc(F)c2)CC1)c1cccs1	0	-8	0	-4	0	13	5
O=S(=O)(N[C@@H]1CC[C@@H](CCn2cc(-c3ccccc3F)nn2)O[C@@H]1CO)c1ccc(F)cc1	nt	-1	-1	0	2	8	3
COc1ccc(CCNC(=O)C(=O)c2c(C)n(C)c3ccccc23)cc1OC	-1	-7	0	1	-3	-1	0
CC(C)NC(=O)CN(Cc1ccccc1)S(=O)(=O)c1ccccc1	-5	3	-1	nt	-6	8	nt
CC(=O)Nc1ccc(NC(=O)c2ccc(COc3ccc(C)cc3)o2)cc1	-8	?	0	-7	-8	-8	5
CN(C)S(=O)(=O)c1ccc(NC(=O)Cn2c(-c3ccccc3)noc2=O)cc1	3	-7	2	-3	-4	17	1
COCCn1c(SCCN2CCOCC2)nc2c1c(=O)[nH]c(=O)n2C	-10	-2	-1	-4	-3	5	1
C[C@H](CO)N1C[C@H](C)[C@H](CN(C)S(C)(=O)=O)Oc2ccc(NC(=O)C3CC3)cc2C1=O	2[16.7 µM]	-5	-1	-4	2	0	3

Screens (PubChem BioAssay)
